From PubChem BioAssay
OX1R antagonist – OX1R (HCRTR1) antagonists, primary screen, fluorescence, CHO/OX1R cells, Fluo-8 calcium, orexin A | Fluo-8 calcium fluorescence | inhibition, % at 5 µM | 0.43% of 330,000 active | AID 434989, 2010;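 active = inhibition above its plate's threshold, mean inhibition of all tested compounds on the plate plus 3 SD, cut at about 37% in these data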;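 also: 0% = orexin A challenge wells and 100% = SB-334867-A antagonist wells; not every result past the cut was called active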
Target sequence (O43613 whole entry, looked up): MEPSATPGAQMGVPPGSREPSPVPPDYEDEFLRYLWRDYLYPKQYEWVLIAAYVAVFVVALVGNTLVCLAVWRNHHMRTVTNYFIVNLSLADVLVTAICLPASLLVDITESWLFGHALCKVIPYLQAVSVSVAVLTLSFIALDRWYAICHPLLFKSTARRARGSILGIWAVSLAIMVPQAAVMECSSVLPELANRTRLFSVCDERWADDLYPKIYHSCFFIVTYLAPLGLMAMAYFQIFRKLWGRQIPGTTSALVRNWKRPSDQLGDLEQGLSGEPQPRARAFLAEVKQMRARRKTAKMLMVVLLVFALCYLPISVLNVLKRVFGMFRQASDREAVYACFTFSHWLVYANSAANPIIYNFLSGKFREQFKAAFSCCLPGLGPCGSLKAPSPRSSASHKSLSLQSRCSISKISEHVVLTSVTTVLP
CHT PAM – CHT positive allosteric modulators, primary screen, cell-based, membrane potential dye, choline EC20; High affinity choline transporter 1 (Homo sapiens), Q9GZV3; CHT-expressing cells; active compounds read high; LV-AA mutant CHT in HEK293 cells; B-score at 10 µM; 0.49% of 310,000 active;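 active = initial fluorescence not abnormally high and integrated response B-score, plate-corrected, over 3 SD above library mean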
Target sequence (Q9GZV3 whole entry, looked up): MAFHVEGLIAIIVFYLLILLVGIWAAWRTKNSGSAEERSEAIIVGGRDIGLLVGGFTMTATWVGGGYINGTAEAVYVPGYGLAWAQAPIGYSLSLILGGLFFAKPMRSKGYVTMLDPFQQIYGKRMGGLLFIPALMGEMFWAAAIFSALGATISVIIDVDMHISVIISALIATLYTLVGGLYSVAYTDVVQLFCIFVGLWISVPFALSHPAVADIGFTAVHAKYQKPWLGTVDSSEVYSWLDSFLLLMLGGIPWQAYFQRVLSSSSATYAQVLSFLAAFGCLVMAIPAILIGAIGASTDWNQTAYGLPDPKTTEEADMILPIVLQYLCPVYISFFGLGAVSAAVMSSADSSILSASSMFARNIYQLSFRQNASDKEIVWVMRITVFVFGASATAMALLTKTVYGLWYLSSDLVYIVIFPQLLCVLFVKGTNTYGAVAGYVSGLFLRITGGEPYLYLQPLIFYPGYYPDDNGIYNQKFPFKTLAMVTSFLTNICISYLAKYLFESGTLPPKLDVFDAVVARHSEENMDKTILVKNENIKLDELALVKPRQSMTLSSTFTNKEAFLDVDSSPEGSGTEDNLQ
Starred values were filed as active, the others as inactive; i = inactive; . = not tested or not shown; & = joins results of further samples. Rows were taken by chance. About 0.8% of those tested had a hit in this group.

The first 5 entries, to show the layout:
Every second line gives: OX1R antagonist	CHT PAM
O=C(CCc1nnc(CCCc2ccccc2)o1)N1CCCCCC1
  -14	i
CSC1=NCCN1CCOc1ccccc1
  -10	i
O=C(NCCc1ccccc1)C1CCC(CNS(=O)(=O)c2cccc3cccnc23)CC1 (configuration not stated)
  -21	i
CCCC(=O)Nc1ccc(C(=O)NCc2ccccc2Cl)cc1
  -6	i
COc1ccccc1C1CC(=O)n2c(nc(-c3ccccc3)c2-c2ccccc2)S1 (configuration not stated)
  -26	i

The listing (from the top)
Every second line gives: OX1R antagonist	CHT PAM
O=C(CCc1nnc(CCCc2ccccc2)o1)N1CCCCCC1
  -14	i
CSC1=NCCN1CCOc1ccccc1
  -10	i
O=C(NCCc1ccccc1)C1CCC(CNS(=O)(=O)c2cccc3cccnc23)CC1 (configuration not stated)
  -21	i
CCCC(=O)Nc1ccc(C(=O)NCc2ccccc2Cl)cc1
  -6	i
COc1ccccc1C1CC(=O)n2c(nc(-c3ccccc3)c2-c2ccccc2)S1 (configuration not stated)
  -26	i
COC(=O)c1cc(Br)c(=O)n(-c2ccc(OC)cc2)c1
  -13	i
CC(C)C[C@@H]1CN=C(N)N1C[C@@H]1CCCN1C[C@@H](C(C)C)N1C[C@@H](Cc2ccccc2)N(CCc2ccc(Cl)c(Cl)c2)C1=N
  -24	.
Nc1c(C(=O)OCC(=O)NCc2ccccc2)[nH]c(=O)[nH]c1=O
  6	i
COCCN(C(=O)c1cc2c(s1)CCCCC2)c1c(N)n(Cc2ccccc2)c(=O)[nH]c1=O
  -11	i
COC(=O)[C@@]12CCCCN1[C@H](c1ccc(-c3ccccc3)c(OC)c1)[C@H]1C(=O)N(C)C(=O)[C@H]12
  1	.
CC(=O)Nc1ccc(-c2csc(Nc3cc(C)ccn3)n2)cc1
  -10	i
CC(=O)N1N=C(c2ccco2)CC1c1cc2cc(C)ccc2nc1Cl (configuration not stated)
  -8	i
Cc1ccc(S(=O)(=O)N(C)CC(=O)N/N=C/c2ccc(C)o2)cc1
  -13	i
CCCc1cc(=O)[nH]c(SCC)n1
  0	i
Cc1cc(NC(=S)Nc2cccnc2)ccc1Br
  18	i
O=C(N/C(=C\c1ccco1)C(=O)N1CCCC1CO)c1ccccc1 (configuration not stated)
  -18	i
CCOc1ccc2c(c1)OC(c1ccc(C)cc1)(C(F)(F)F)NC2=O (configuration not stated)
  -45	i
Cc1ccc(OCc2cc(C(=O)N3CCN(C)C[C@@H]3c3ccccc3)no2)cc1C
  -14	i
O=C(NCCN1CCOCC1)c1c(F)c(F)c(F)c(F)c1F
  -5	i
CC1CN(S(=O)(=O)c2cccc(-c3cn4ccccc4n3)c2)CC(C)O1 (configuration not stated)
  -26	i

Next section
Every second line gives: OX1R antagonist	CHT PAM
COc1ccc(NC(=O)c2ccc(NC(=O)c3nc4nccc(C)n4n3)cc2)cc1
  -36	.
CCOC(=O)c1c(N)sc(C(=O)OC)c1C
  2	i
COc1ccc2nc(N3CCCC3)c(C#N)cc2c1
  -21	i
O=C(c1ccco1)N1CCN(Cc2nc(-c3cccs3)no2)CC1
  -20	i
COc1ccc(C(=O)N2CCCC(c3nc(-c4cccs4)no3)C2)cc1OC (configuration not stated)
  -31	i
COc1cccc(Nc2c3c(nc4c(-c5ccccc5)c(C)nn24)CCC3)c1
  -38	i
COC(=O)Nc1ccc(S(=O)(=O)N2CCCCC2C(=O)NCc2ccco2)cc1 (configuration not stated)
  -30	i
CCOC(=O)C(=Cc1ccc(F)cc1)C(=O)OCC
  0	i
CCN(CC)C(=O)CSc1nc2ccccc2n1CC(=O)N1CCN(c2ccccc2OC)CC1
  -39	i
N=C1/C(=C/c2coc3ccccc3c2=O)C(=O)N=C2SC(c3ccco3)=NN12
  -12	i
O=C(O)CNC(=O)c1ccc(S(=O)(=O)N2CCOCC2)cc1
  1	i
CN(CC1CCN(CCc2cccc(C(F)(F)F)c2)CC1)C(=O)c1ccc(F)cc1F
  -32	i
N#C/C(=C/c1ccc(N2CCOCC2)o1)c1nc2ccccc2[nH]1
  2	i
O=C(CCC1CCCCC1)NCc1ccncc1
  -8	i
Cc1cccc(Nc2cnn(C34CC5CC(CC(CC(=O)O)(C5)C3)C4)c(=O)c2Cl)c1
  -21	i
COc1cc(/C=C/C(=O)O)cc(S(=O)(=O)Nc2cc(Cl)c(Cl)cc2Cl)c1OC
  -1	i
CCOc1cccc(-c2c(C(=O)N/N=C/c3cccs3)nnn2-c2nonc2N)c1
  -8	i
O=[N+]([O-])c1cccc(/C=N/n2c(COc3ccccc3)n[nH]c2=S)c1
  -6	i
Cc1ccccc1NC(=O)c1cc(S(=O)(=O)c2ccccc2)ccc1Cl
  -31	i
COc1ccc2cc3cc(C(=O)N4CCN(c5ccccc5)CC4)oc3nc2c1
  -25	i

Next part:
Every second line gives: OX1R antagonist	CHT PAM
CCC(=O)Nc1ccc2c(c1)nc(CCN1CCN(C)CC1)n2C
  -23	i
NNC(=O)COc1ccc(-c2n[nH]c(C(F)(F)F)c2-c2ccc(Br)cc2)c(O)c1
  1	i
CCOC(=O)c1[nH]ncc1CN1CCCC(C(=O)c2ccc(OC)c(OC)c2)C1 (configuration not stated)
  -17	i
CNc1ccccc1C(C)(C)c1cc(-c2ccc(F)cc2)no1
  -20	i
Cc1ccc[n+](CC(=O)/C=C2\N(C)c3ccccc3C2(C)C)c1
  -9	i
N#Cc1cccc(C(=O)OCC(=O)N2CCCc3ccccc32)c1
  -32	i
Cc1csc(SCCn2c(N3CCOCC3)nc3c2c(=O)[nH]c(=O)n3C)n1
  3	i
CC(=O)Nc1ccc(S(=O)(=O)N2CCN=C2SCc2ccc(F)cc2)cc1
  0	i
O=C(COC(=O)c1cccc(Br)c1)Nc1ccc2[nH]c(=O)[nH]c2c1
  -6	i
COc1ccc(NC(=O)c2cccc(S(=O)(=O)N3CCN(C)CC3)c2)c(OC)c1
  -17	i
CCOC(=O)/C=C/[C@H]1CCc2cccc(C)c2O1
  -21	.
COC(=O)c1cc(S(=O)(=O)NCC2CCN(Cc3ccc(F)cc3)CC2)cn1C
  -10	i
Cc1ccc(C)c(NC(=O)CN(C)C(=O)c2ccccc2Cc2ccccc2)c1
  -16	i
COc1ccccc1C1/C(=C(/O)c2ccc(C)cc2)C(=O)C(=O)N1CC(C)O (configuration not stated)
  -5	i
COc1ccc(N2CCN(C(=O)COC(=O)c3ccc(Cl)nc3)CC2)cc1
  5	.
CCOc1cc(C(=O)OCc2ccc([N+](=O)[O-])cc2)ccc1OCC(=O)N1CCOCC1
  -6	i
Cc1ccc(S(=O)(=O)NCC(=O)NNC(=O)c2ccc(Br)cc2)cc1C
  -11	.
O=C(NCc1ccccc1)[C@H]1C[C@@H]1[C@H](NP(=O)(c1ccccc1)c1ccccc1)c1ccccc1
  -18	i
CN(C)c1ccc(/C=c2/sc3n(c2=O)NC2(c4ccccc4)N(C)C(=O)N(C)C2(c2ccccc2)N=3)cc1 (configuration not stated)
  -19	i
C=CCN1C(=O)c2ccc(C(=O)NCC(c3ccccc3)N(C)C)cc2C1=O (configuration not stated)
  -23	i

Next part.
Every second line gives: OX1R antagonist	CHT PAM
Cc1cccc(C)c1NC(=O)NN=C1CCCCC1
  -6	i
O=C(NNC(=O)C1CC1c1ccccc1)c1cccc([N+](=O)[O-])c1 (configuration not stated)
  -22	i
O=C1CCCC/C1=C/Nc1ccc(C(=O)O)cc1
  10	i
Cc1nc(NC(=O)CCC(=O)O)sc1C(=O)N(C)C
  16	i
CC(OC(=O)c1cccnc1Cl)C(=O)Nc1ccc(S(N)(=O)=O)cc1 (configuration not stated)
  4	i
O=C(c1cc(Cl)ccc1Cl)N1CCN(Cc2ccccc2)CC1
  .	i
CCOC(=O)c1cc(C)nn1-c1nc(Cl)cc(OC)n1
  -22	i
CCN(CC)C(=O)c1[nH]cnc1C(=O)NCc1ccccc1
  7	.
CCOC(=O)Cc1nnc(NC(=O)CSc2ncc(-c3ccccc3)nn2)s1
  -14	i
COc1ccc(Br)cc1C(=O)Nc1cccc(-c2nnc(-c3ccco3)o2)c1
  -13	i
CC(=O)c1cccc(-n2nnnc2SCC(=O)NNC(=O)C2CCCCC2)c1
  -31	i
CN(C)C(C)(C)C#CCC(c1ccccc1)c1ccccc1
  -22	i
C=CCNC(=O)c1onc(CSc2ccncc2)c1C(=O)NCC=C
  -4	i
N#Cc1c(SCC(N)=O)nsc1SCc1ccccc1Cl
  -16	i
CCN1CCN(C(c2cccs2)C(C)NS(=O)(=O)c2ccccc2)CC1 (configuration not stated)
  6	i
Cc1ccc(SCC(=O)Nc2ccc(N3CCN(C)CC3)c(F)c2)c(C)c1
  -15	i
N#Cc1c(N2C(=O)Nc3ccccc3N2O)sc2c1CCCC2
  -13	i
Cc1ccc(-c2nnn(CC(=O)N(Cc3cccs3)C(C(=O)NC(C)(C)C)c3ccco3)n2)o1 (configuration not stated)
  -18	i
CCCCCCCC(=O)N1c2ccccc2NC(=O)C1CC(=O)Nc1ccc(C(=O)O)cc1 (configuration not stated)
  -8	i
COc1cccc(-c2nc3n(n2)C(c2cccs2)C(C(=O)Nc2cccnc2)=C(C)N3)c1 (configuration not stated)
  -5	i

The list continues.
Every second line gives: OX1R antagonist	CHT PAM
CCCCCC(=O)N1CCN(CCN=CC2=C(O)CC(c3ccc(OC)cc3)CC2=O)CC1 (configuration not stated)
  -20	i
O=C1C=C(c2cc(C(F)(F)F)cc(C(F)(F)F)c2)C[C@@H](c2ccc3c(c2)OCO3)C1
  -36	.
CCc1nc(NCc2ccc3c(c2)OCO3)c2oc3ccccc3c2n1
  -42	i
Cc1ccc(S(=O)(=O)N2CCC(C(=O)NN3CCCCC3)CC2)cc1
  -5	.
CCC(=O)n1nc(-c2cccnc2)nc1NCc1cccs1
  -9	i
COc1cc(CN2CCCCC2)ccc1OCc1ccccc1
  -24	i
CCc1ccc(/C=C2\Oc3c(ccc(O)c3CN3CCN(CCO)CC3)C2=O)cc1
  -7	i
CN1CCN(S(=O)(=O)c2ccc(N)cc2)CC1
  2	i
O=S1(=O)[C@H]2C[C@H](CO)O[C@@]2(CO)CN1Cc1ccc(-c2ccc(F)cc2)cc1
  6	.
COc1cc(C2NC(=O)NC(O)(C(F)(F)F)C2C(=O)c2ccc(Cl)cc2)ccc1O (configuration not stated)
  -17	i
CCC1C(C#N)=C(SC)NC2=C1C(=O)CC(C)(C)C2 (configuration not stated)
  -29	i
COc1cc(NC(=O)CC(C)C)ccc1NC(=O)c1ccco1
  -9	i
COCCN(C(=O)/C=C/c1ccccc1)c1nnc(-c2cccnc2)s1
  -17	i
Nc1ccc2nn(-c3ccc(F)cc3)nc2c1
  -6	i
COc1ccccc1C(=O)Nc1ccccc1C(=O)Nc1ccccc1
  -9	i
O=C(CN1CCN(C(=O)c2ccco2)CC1)NCc1ccc(Cl)cc1
  -8	i
c1ccc(CSc2ncccn2)cc1
  7	i
CC1CCCC(C)N1CCCNC(=O)CN1C(=O)c2cccnc2Oc2ccc(Cl)cc21 (configuration not stated)
  10	i
CCC(C)NC(=O)c1ccccc1NC(=O)Nc1ccccc1 (configuration not stated)
  -9	i
Cc1ccc(C(=O)COC(=O)c2cc(=O)[nH]c3ccccc23)cc1C
  -32	i

Retrieved one by one from the list above (2):
Every second line gives: OX1R antagonist	CHT PAM
O=S1(=O)[C@H]2C[C@H](CO)O[C@@]2(CO)CN1Cc1ccc(-c2ccc(F)cc2)cc1
  6	.
Cc1ccc(S(=O)(=O)N2CCC(C(=O)NN3CCCCC3)CC2)cc1
  -5	.

(listing goes on)
Every second line gives: OX1R antagonist	CHT PAM
CCCCN(CCCC)Cc1ccc(C(=O)NNC(=O)Nc2ccc(Cl)cc2)o1
  -25	i
Cc1cc(SCC(=O)O)nc2ccccc12
  -9&-17	i
N[C@@H](Cc1ccc(O)cc1)c1nnc([C@H](CO)NC(=O)C2CCNCC2)o1
  -11	i
CC1CCCC(C(=O)O)N1C(=O)CCSC(=O)c1ccccc1 (configuration not stated)
  10	i
CCN(CC)C(=O)C(=O)c1cccn1-c1c(Cl)cccc1C#N
  -15	i
COc1ccc(OC)c(-c2csc(NC(=O)Cc3ccc(OC)c(OC)c3)n2)c1
  -25	i
COc1ccc(C(=O)COC(=O)c2ccccn2)cc1OC
  -6	.
COc1ccc(Oc2nccc(-c3ccc(F)cc3)c2C#N)cc1
  -8	i
COC(=O)c1cnn(-c2ccccc2)c1N
  -3	i
CCOC(=O)Cn1c(C)cc(COC)c(C#N)c1=O
  3	i
CCc1ccc(NC(=S)NC2CCN(Cc3ccccc3)CC2)cc1
  -27	i
O=C(C[C@H]1C(=O)N(C2CCCCC2)C[C@@H]1Cc1ccccc1)Nc1ccccc1
  -45	i
CC(=O)NCCC(=O)Nc1nc(-c2ccc3c(c2)OCCO3)cs1
  2	i
O=C(O)CCSc1nnc(CNc2ccc(Cl)cc2)n1Cc1ccccc1
  -11	i
O=C(Nc1nnc(C2CC2)s1)C1CCCCN1S(=O)(=O)c1ccccc1 (configuration not stated)
  -6	i
O=c1oc(-c2ccccc2)nc2ccsc12
  -11	i
CC(C)N(CC(N)=O)C(=O)c1sc2cc(F)ccc2c1Cl
  -6	i
CCC[C@H](CN[C@@H](CNC)[C@H](C)O)NCCc1ccc(OC)cc1
  -20	i
C=CCn1c(SCC(=O)N2CCOCC2)nc2sc(CC)cc2c1=O
  -21	.
O=C(NCc1cccnc1)c1ccc(COc2ccccc2Br)cc1
  0	i
COc1ccc(N2C(=O)CC(Nc3ccc(F)cc3)C2=O)c([N+](=O)[O-])c1 (configuration not stated)
  -3	i
Clc1ccc(-c2csc(N/N=C/c3ccco3)n2)cc1
  -8	i
COc1cc(C(=O)N2CCN(c3cc(Cl)ccc3Cl)CC2)cc(OC)c1OC
  -22	i
